Bioassay records from PubChem.
ROS inducer – cancer cell ROS induction. 46,000 tested, 2% active. U2OS ROS induction, H2DCF-DA fluorescence. ROS induction (% of piperlongumine), % at 10 µM; in the data active means ROS induction above about 79%, passing the limit was not always enough;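 further: 0% = DMSO vehicle median and 100% = reference compound median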
Active calls of the source: *. Only part of the results is shown; rates above refer to the full screens.

SMILES	ROS inducer
Cc1cc2ncn(CC(O)COc3ccc(C(C)C)cc3)c2cc1C (stereo unspecified)	-6
NC(=S)/N=C1\CCCCC1=C1CCCCC1	61
CC(C)NC(=O)Nc1cccc2c1O[C@H](CN(C)Cc1ccc(Cl)c(Cl)c1)[C@H](C)CN([C@H](C)CO)C2=O	-9
COc1cccc(C(=O)COc2cccc(NC(=O)c3ccco3)c2)c1	2
C[C@H]1CN([C@@H](C)CO)C(=O)c2cc(NC(=O)Nc3ccc(C(F)(F)F)cc3)ccc2O[C@@H]1CN(C)S(=O)(=O)c1cn(C)cn1	36
COc1ccc(S(=O)(=O)Nc2ccc3c(c2)C(=O)N([C@H](C)CO)C[C@H](C)[C@@H](CN(C)C(=O)Nc2cccc4ccccc24)O3)cc1	-5
C[C@@H]1CN([C@@H](C)CO)C(=O)Cc2cc(NS(=O)(=O)c3ccc(F)cc3)ccc2O[C@@H]1CN(C)S(C)(=O)=O	6
O=C(NCc1ccco1)c1ccccc1SCc1ccc(F)cc1	-10
Cc1ccc2c(c1)c(-c1ccccc1)c(-c1ccccc1)n2CC(O)Cn1c(C)cc(C)nc1=O (stereo unspecified)	-5
Cc1ccc(S(=O)(=O)N(C)C[C@@H]2Oc3ccc(NS(=O)(=O)c4c(C)noc4C)cc3C(=O)N([C@@H](C)CO)C[C@H]2C)cc1	-2
COc1ccc(NC(=O)Nc2ccc3c(c2)CC(=O)N([C@H](C)CO)C[C@@H](C)[C@H](CN(C)Cc2ccc4c(c2)OCO4)O3)cc1	0
O=C(CC(c1ccccc1)c1cc(Br)ccc1O)NCCCN1CCOCC1 (stereo unspecified)	-12
CN(CCC#N)C(=O)C1CCC(CNS(=O)(=O)c2ccccc2)CC1 (stereo unspecified)	-9
C[C@@H]1CN([C@@H](C)CO)C(=O)c2cccc(NS(=O)(=O)c3ccc(Cl)cc3)c2O[C@@H]1CN(C)CC1CCCCC1	-4
OCCN1CN=C(Nc2nc3ccccc3o2)NC1	-19
C[C@@H]1CN([C@@H](C)CO)C(=O)c2cccc(NC(=O)NC3CCCCC3)c2O[C@H]1CN(C)C(=O)NC1CCCCC1	1
NC(=O)c1ccc(NC(=O)CNS(=O)(=O)c2cc(Cl)ccc2Cl)cc1	-20
CC(C)NC(=O)N(C)C[C@H]1Oc2ccc(NC(=O)Nc3ccc4c(c3)OCO4)cc2CC(=O)N([C@@H](C)CO)C[C@H]1C	-10
O=C(c1cccc(Cl)c1)N1CCCC1	-9
C[C@@H]1CN([C@H](C)CO)C(=O)Cc2cc(NC(=O)Nc3cccc4ccccc34)ccc2O[C@H]1CN(C)S(=O)(=O)c1cn(C)cn1	-13
COc1nc(C#N)nc(N2CCCCC2)n1	71
COc1ccc(S(=O)(=O)Nc2ccc3c(c2)CC(=O)N([C@@H](C)CO)C[C@@H](C)[C@@H](CN(C)C(=O)Nc2cccc4ccccc24)O3)cc1	-5
O=C(c1cccs1)c1coc2ccc(O)cc12	63
C[C@H]1CN([C@@H](C)CO)C(=O)c2cc(NC(=O)Cn3cnnn3)ccc2O[C@H]1CN(C)C(=O)NC1CCCCC1	-16
Oc1c(C(Nc2cccnc2)c2ccc(Cl)cc2)ccc2cccnc12 (stereo unspecified)	-10

Additional compounds follow:
SMILES	ROS inducer
C[C@@H]1O[C@@H](OC[C@H]2O[C@@H](c3c(O)cc4oc(-c5ccc(O)c(O)c5)cc(=O)c4c3O)[C@H](O)[C@@H](O)[C@@H]2O)[C@H](O)[C@H](O)[C@H]1O	-1
COc1cc2occ(-c3ccc(O)cc3)c(=O)c2c(OC)c1O	-13
Cn1c(SCC(=O)Nc2ccccc2[N+](=O)[O-])nc2ccccc2c1=O	-10
C[C@@H]1CN([C@@H](C)CO)C(=O)c2cc(NC(=O)Cc3ccccc3)ccc2O[C@H]1CN(C)S(=O)(=O)c1ccc(F)cc1	-6
C[C@@H]1CN([C@H](C)CO)C(=O)c2cccc(NS(=O)(=O)c3ccc(F)cc3)c2O[C@H]1CN(C)C(=O)NC1CCCCC1	0
C[C@@H]1CN([C@H](C)CO)C(=O)Cc2cc(NS(=O)(=O)c3ccc(F)cc3)ccc2O[C@@H]1CN(C)Cc1ccc(Oc2ccccc2)cc1	44
Cc1ccc2cc3c(nc2c1)N(c1ccccc1)CC3	61
CC1(C)CC(=O)c2ccc(O)cc2O1	-1
C[C@@H]1CN([C@@H](C)CO)C(=O)c2cccc(NC(=O)Nc3ccc(C(F)(F)F)cc3)c2O[C@@H]1CN(C)C(=O)Nc1cccc2ccccc12	11
CC(=O)c1cccc(N(CC(=O)N2CCN(c3ccccc3F)CC2)S(C)(=O)=O)c1	-11
N#C/C(N)=C(\C#N)N=Cc1ccc(C#N)cc1	3
C#CCN1C(=O)C(O)(CC(=O)c2ccc(C)o2)c2ccccc21 (stereo unspecified)	-13
COc1ccc(S(=O)(=O)Nc2ccc3c(c2)C(=O)N([C@@H](C)CO)C[C@H](C)[C@@H](CN(C)C(=O)Nc2ccccc2)O3)cc1	-8
Cc1noc(C)c1NC(=O)N(C)C[C@@H]1Oc2ccc(NS(=O)(=O)c3cn(C)cn3)cc2C(=O)N([C@H](C)CO)C[C@H]1C	12
C[C@H](CO)N1C[C@H](C)[C@H](CN(C)C(=O)Nc2ccc(F)cc2)Oc2ccc(NC(=O)C3CCCCC3)cc2C1=O	5
CCOC(=O)c1cnc2c(ccc3ccccc32)c1NCc1ccco1	26
O=C(CN1CCOCC1)Nc1sc2c(c1C(=O)Nc1ccc(Br)cc1)CCCC2	17
C[C@H](CO)N1C[C@H](C)[C@H](CN(C)Cc2ccc3c(c2)OCO3)Oc2ccc(NC(=O)Nc3ccccc3)cc2C1=O	-3
COc1ccc(S(=O)(=O)N(C)C[C@@H]2Oc3ccc(NC(=O)CCC(F)(F)F)cc3CC(=O)N([C@@H](C)CO)C[C@@H]2C)cc1	0
CNC[C@@H]1Oc2ccc(NC(=O)Nc3ccccc3)cc2CC(=O)N([C@H](C)CO)C[C@H]1C	-12
C/C=C1\C(O[C@@H]2O[C@H](CO)[C@@H](O)[C@H](O)[C@H]2O)OC=C(C(=O)OC)C1CC(=O)OC[C@H]1O[C@@H](OCCc2ccc(O)cc2)[C@H](OC(=O)CC2C(C(=O)OC)=COC(O[C@@H]3O[C@H](CO)[C@@H](O)[C@H](O)[C@H]3O)/C2=C\C)[C@@H](O)[C@@H]1O (stereo partly specified)	1
Cc1noc(C)c1NC(=O)N(C)C[C@H]1Oc2ccc(NC(=O)C3CCCCC3)cc2C(=O)N([C@H](C)CO)C[C@H]1C	-13
COc1ccc(CC(=O)Nc2c3c(nn2-c2ccc(C)cc2)CSC3)cc1	-16
Cc1ccc(S(=O)(=O)N(C)C[C@H]2Oc3ccc(NC(=O)Nc4c(C)noc4C)cc3C(=O)N([C@H](C)CO)C[C@@H]2C)cc1	6
CNC[C@@H]1Oc2ncc(-c3cc4ccccc4o3)cc2C(=O)N([C@H](C)CO)C[C@@H]1C	10

2 entries picked at random from those above, as already listed:
SMILES	ROS inducer
CNC[C@@H]1Oc2ncc(-c3cc4ccccc4o3)cc2C(=O)N([C@H](C)CO)C[C@@H]1C	10
Cn1c(SCC(=O)Nc2ccccc2[N+](=O)[O-])nc2ccccc2c1=O	-10

Compounds from the list above that contain bromine:
SMILES	ROS inducer
O=C(CC(c1ccccc1)c1cc(Br)ccc1O)NCCCN1CCOCC1 (stereo unspecified)	-12
O=C(CN1CCOCC1)Nc1sc2c(c1C(=O)Nc1ccc(Br)cc1)CCCC2	17

New compounds follow.
SMILES	ROS inducer
O=C1c2ccccc2S(=O)(=O)N1CCCCN1C(=O)c2ccccc2S1(=O)=O	-2
C[C@H](CO)N1C[C@H](C)[C@@H](CN(C)Cc2ccc(C(F)(F)F)cc2)Oc2c(NC(=O)NC3CCCCC3)cccc2C1=O	0
CCOC(=O)N1CC=C2C(C1)C(c1cccc(C(F)(F)F)c1)C(C#N)=C(N)C2(C#N)C#N (stereo unspecified)	14
COc1ccc(C2(CNC(=O)c3ccc(OC)c([N+](=O)[O-])c3)CCCC2)cc1OC	2
CC(C)NC(=O)Nc1cccc2c1O[C@@H](CN(C)S(C)(=O)=O)[C@@H](C)CN([C@H](C)CO)C2=O	-10
O=C(CSc1nc2ccccc2c(=O)[nH]1)NCCO	-6
c1nncn1N=C1CCCCC1	23
C[C@@H]1CN([C@@H](C)CO)C(=O)c2cccc(NC(=O)c3nc4ccccc4s3)c2O[C@@H]1CN(C)CC1CCCCC1	14
Nc1ccc(S(=O)(=O)Nc2ccccn2)cc1	-16
Cc1ccc(S(=O)(=O)Nc2ccc3c(c2)C(=O)N([C@H](C)CO)C[C@H](C)[C@@H](CN(C)Cc2ccncc2)OCCCC[C@@H](C)O3)cc1	-7
CC(C)NC(=O)Nc1ccc2c(c1)C(=O)N([C@H](C)CO)C[C@H](C)[C@@H](CN(C)CC1CCCCC1)O2	-10
Cc1noc(C)c1NC(=O)Nc1ccc2c(c1)CC(=O)N([C@@H](C)CO)C[C@H](C)[C@@H](CN(C)S(C)(=O)=O)O2	30
CCCCC(=O)N1c2ccccc2C(Nc2ccccc2)CC1C (stereo unspecified)	37
C[C@H]1CN([C@@H](C)CO)C(=O)c2cccc(NC(=O)C3CC3)c2O[C@@H]1CN(C)Cc1ccc2c(c1)OCO2	7
C[C@H]1CN([C@@H](C)CO)C(=O)c2cc(NC(=O)CCC(F)(F)F)ccc2O[C@@H]1CN(C)Cc1ccc2c(c1)OCO2	7
Cc1cc(S(=O)(=O)Nc2c(C)nc3nc[nH]n3c2=O)ccc1F	-95
CC(=O)Nc1ccc(NC(=O)CS(=O)(=O)Cc2ccccc2)cc1	-11
CCCCN(C)c1ncnc2c1sc1nc3c(cc12)COC(C)(C)C3	42
Cc1noc(C)c1S(=O)(=O)Nc1cccc2c1O[C@@H](CN(C)S(=O)(=O)c1ccccc1)[C@@H](C)CN([C@@H](C)CO)C2=O	-1
CC(=O)c1cccc(NC(=O)CNS(=O)(=O)c2ccc(Br)cc2)c1	-8
O=C(COc1ccc(Br)cc1Cl)Nc1ccccc1[N+](=O)[O-]	-10
COC(=O)c1ccc(C2C(C(=O)Nc3cc(OC)c(Cl)cc3OC)=C(C)Nc3ncnn32)cc1 (stereo unspecified)	36
C[C@@H]1CN([C@H](C)CO)C(=O)CCCn2cc(nn2)CO[C@H]1CN(C)S(C)(=O)=O	-3
CSc1n[nH]c(=O)n1-c1ccc2c(c1)OCCO2	8
C[C@H](CO)N1C[C@H](C)[C@H](CN(C)S(=O)(=O)c2ccc(F)cc2)Oc2c(NC(=O)c3nc4ccccc4s3)cccc2C1=O	71

The list goes on:
SMILES	ROS inducer
O=C(COc1ccc(Cl)cc1Cl)NC1CCS(=O)(=O)C1 (stereo unspecified)	2
CC(C)NC(=O)N(C)C[C@H]1Oc2c(NS(=O)(=O)c3cn(C)cn3)cccc2C(=O)N([C@@H](C)CO)C[C@H]1C	-8
CC(NS(=O)(=O)c1ccc(Cl)cc1)C(=O)Nc1ccccc1C(F)(F)F (stereo unspecified)	-2
O=C(Nc1cccc(Cl)c1)Nc1nncs1	2
C/C(=N\O)c1ccc(O)cc1O	-5
O=S(=O)(c1cccc(NC(=S)NCc2ccco2)c1)N1CCOCC1	-6
COc1cccc(NC(=O)c2ccc(OC)c(OC)c2)c1	4
O=S(=O)(NC1CCCCC1NC1CCCCC1)c1ccccc1 (stereo unspecified)	-6
Cc1noc(C)c1NC(=O)N(C)C[C@H]1Oc2ccc(NS(=O)(=O)c3ccccc3)cc2CC(=O)N([C@@H](C)CO)C[C@H]1C	17
C[C@H](CO)N1C[C@H](C)[C@H](CN(C)C(=O)Nc2ccc3c(c2)OCO3)Oc2ccc(NC(=O)Cn3cnnn3)cc2CC1=O	-6
C[C@H]1CN([C@@H](C)CO)C(=O)Cc2cc(NC(=O)CCN3CCOCC3)ccc2O[C@@H]1CN(C)C(=O)Nc1ccc(C(F)(F)F)cc1	2
Cc1noc(C)c1NC(=O)N(C)C[C@@H]1Oc2ccc(NC(=O)Nc3cccc4ccccc34)cc2C(=O)N([C@@H](C)CO)C[C@H]1C	-3
C[C@@H]1CN([C@@H](C)CO)C(=O)c2cccc(NC(=O)C3CCOCC3)c2O[C@@H]1CN(C)Cc1ccccc1	2
Fc1ccc(-c2cn3cccc(OCc4ccc(Cl)c(Cl)c4)c3n2)cc1	56
c1ccc(-c2nsc(NC3Cc4ccccc4C3)n2)cc1	10
CN(C)CCCN1C(=O)[C@@]2(Cc3ccccc31)c1ccccc1C(=O)N(Cc1ccccc1Cl)[C@H]2c1ccc(CO)cc1	4
C[C@@H]1CCCCO[C@@H](CN(C)Cc2ccc(C(=O)Nc3ccccc3N)cc2)[C@@H](C)CN([C@H](C)CO)C(=O)c2cc(NC(=O)Nc3ccc(C(F)(F)F)cc3)ccc2O1	21
C[C@H](CO)N1C[C@H](C)[C@@H](CN(C)C(=O)NC2CCCCC2)Oc2c(NC(=O)c3cnccn3)cccc2C1=O	1
COc1cc(C2NC(=S)NC(c3ccccc3)=C2C(C)=O)cc(Cl)c1OCC(=O)O (stereo unspecified)	5
COc1ccccc1S(=O)(=O)N(C)C[C@H]1OCc2cn(nn2)CCCC(=O)N([C@@H](C)CO)C[C@H]1C	-17
COc1ccc(NC(=O)Nc2ccc3c(c2)C(=O)N([C@H](C)CO)C[C@H](C)[C@@H](CN(C)S(=O)(=O)c2ccc(F)cc2)O3)cc1	4
Cc1cc(=O)[nH]c(SCc2cn3c(C)cc(C)nc3n2)n1	6
O=C(NCc1ccco1)c1ccc2c(=O)n(C3CCCCC3)c(SCc3cccc(F)c3)nc2c1	17

Copied from the list.
Under ROS inducer, `COc1ccccc1S(=O)(=O)N(C)C[C@H]1OCc2cn(nn2)CCCC(=O)N([C@@H](C)CO)C[C@H]1C` reads -17
Under ROS inducer, `C[C@H](CO)N1C[C@H](C)[C@@H](CN(C)C(=O)NC2CCCCC2)Oc2c(NC(=O)c3cnccn3)cccc2C1=O` reads 1
Under ROS inducer, `COc1ccc(NC(=O)Nc2ccc3c(c2)C(=O)N([C@H](C)CO)C[C@H](C)[C@@H](CN(C)S(=O)(=O)c2ccc(F)cc2)O3)cc1` reads 4

Exported field by field: 4 of the compounds above
> O=S(=O)(c1cccc(NC(=S)NCc2ccco2)c1)N1CCOCC1
- ROS inducer: -6

> COc1cccc(NC(=O)c2ccc(OC)c(OC)c2)c1
- ROS inducer: 4

> O=S(=O)(NC1CCCCC1NC1CCCCC1)c1ccccc1 (stereo unspecified)
- ROS inducer: -6

> Cc1noc(C)c1NC(=O)N(C)C[C@H]1Oc2ccc(NS(=O)(=O)c3ccccc3)cc2CC(=O)N([C@@H](C)CO)C[C@H]1C
- ROS inducer: 17
